Screening results (PubChem BioAssay)
CCHF vOTU inh = blocks the CCHF virus ovarian tumor domain protease. CCHFV vOTU protease, Pep-AMC fluorescence. inhibition, % at 11.5 µM. hit rate 0.55% among 370,000; further: 0% = vehicle wells with enzyme and 100% = no enzyme wells
Mtb BioA inh = BioA (M. tuberculosis) enzyme inhibition | purified M. tuberculosis BioA enzyme, plate reader | hit rate 0.096% among 360,000 | inhibition, % at 9.99 µM; in the data active means inhibition above about 40%; inconclusive means no clear call, values can overlap the other calls
BoNT F protease = blocks Botulinum neurotoxin F light chain protease; inhibition, % at 10 µM; Multiplex microsphere protease cleavage assay, flow cytometry; hit rate 0.22% among 360,000; AID 588497; in the data active means inhibition above about 35%, passing the limit was not always enough; inconclusive means no clear call, values can overlap the other calls; further: plate controls were buffer without enzyme for full effect and enzyme alone for no effect
PrPC TRFRET = inhibitors of human cell surface prion protein PrPC; inhibition, % at 13.8 µM; P04156; TR-FRET read-out; hit rate 0.43% among 370,000; in the data active means inhibition above about 24%; further: 0% = median of the test wells and 100% = reference compound wells
Mtb FBA inh = inhibits M. tuberculosis FBA enzyme; P9WQA3; purified M. tuberculosis FBA, fluorescence read-out; inhibition, % at 1 µM; hit rate 2.3% among 360,000; AID 588726; in the data active means inhibition above about 27%;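 further: 0% = vehicle and 100% = reference inhibitor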
Target sequence (P9WQA3 whole entry, looked up): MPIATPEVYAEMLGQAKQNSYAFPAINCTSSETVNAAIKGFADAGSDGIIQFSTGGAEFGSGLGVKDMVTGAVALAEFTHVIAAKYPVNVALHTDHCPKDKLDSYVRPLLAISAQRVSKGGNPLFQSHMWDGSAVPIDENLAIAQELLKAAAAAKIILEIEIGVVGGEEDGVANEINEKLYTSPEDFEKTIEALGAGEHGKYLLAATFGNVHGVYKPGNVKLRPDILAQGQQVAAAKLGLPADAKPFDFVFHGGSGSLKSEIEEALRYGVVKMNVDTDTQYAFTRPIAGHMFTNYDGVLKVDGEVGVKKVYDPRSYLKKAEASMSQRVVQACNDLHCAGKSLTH
Mtb UGM inh = inhibitors of M. tuberculosis UDP-galactopyranose mutase; purified UGM, fluorescence polarization probe displacement; inhibition, % at 10 µM; hit rate 0.06% among 320,000; AID 504406; in the data active means inhibition above about 10%, passing the limit was not always enough; inconclusive means no clear call, values can overlap the other calls
Target sequence (P9WIQ1 whole entry, looked up): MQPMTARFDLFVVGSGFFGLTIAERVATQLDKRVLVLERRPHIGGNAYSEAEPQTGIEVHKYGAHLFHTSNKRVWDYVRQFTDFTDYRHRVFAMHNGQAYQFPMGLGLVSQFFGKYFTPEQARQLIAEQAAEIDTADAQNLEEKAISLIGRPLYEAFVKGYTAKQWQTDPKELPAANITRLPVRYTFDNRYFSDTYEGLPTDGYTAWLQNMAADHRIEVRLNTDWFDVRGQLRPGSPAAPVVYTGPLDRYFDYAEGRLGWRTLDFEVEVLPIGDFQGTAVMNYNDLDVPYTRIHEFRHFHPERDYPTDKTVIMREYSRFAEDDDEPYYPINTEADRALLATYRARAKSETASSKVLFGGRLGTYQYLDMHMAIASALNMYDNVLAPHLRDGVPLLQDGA
FadD28 binding = M. tuberculosis FadD28 bisubstrate binding inhibition; FadD28 bisubstrate probe binding, fluorescence polarization; inhibition, % at 12.5 µM; hit rate 0.22% among 360,000; in the data active means inhibition above about 8.5%, passing the limit was not always enough; inconclusive means no clear call, values can overlap the other calls
GDH-TPI counter = counter-screen for M. tuberculosis FBA inhibitors: GDH-TPI coupled enzymes | GDH-TPI coupled enzyme counterscreen, NADH absorbance | inhibition, % at 4.8 µM | hit rate 1.2% among 360,000 | AID 588335;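 further: 0% = DMSO wells and 100% = wells lacking the enzyme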
BoNT A protease = inhibitors of Botulinum neurotoxin A light chain protease; multiplex microsphere protease substrate cleavage, flow cytometry; inhibition, % at 10 µM; hit rate 0.17% among 360,000; AID 588499; in the data active means inhibition above about 30%; inconclusive means no clear call, values can overlap the other calls; further: plate controls were buffer without enzyme for full effect and enzyme alone for no effect
* = called active by the depositor; ? = inconclusive; · = not tested or not shown. Unless noted, no stated cut-off is given here; in the data, active means inhibition above about 30%; inactive means the rest. Compounds were not picked by outcome (roughly 4.8% active in at least one column).

entry	canonical_smiles	CCHF vOTU inh	Mtb BioA inh	BoNT F protease	PrPC TRFRET	Mtb FBA inh
1	Cc1c(Cc2ccccc2)c(=O)oc2cc(OCC(=O)NC(Cc3ccc(Cl)cc3)C(=O)O)ccc12 (stereo not drawn)	-15	12	-3	7	92*
2	Cc1ccc(Cl)cc1NC(=S)N(Cc1cccnc1)Cc1ccccc1Cl	-5	0.5	-7	2	2
3	CCN1CCN(S(=O)(=O)c2ccc(Cl)c(C(=O)NC3CCCC3)c2)CC1	-1	-0.4	18	1	47*
4	CC1CCN(C(=O)COC(=O)c2nn(C)c(=O)c3ccccc23)CC1	-4	-2.7	-8	-1	3
5	CNC[C@H](CC1CCCCC1)NC[C@H](CO)NCC1(c2ccccc2)CC1	2	-1.8	-6	-2	1
6	O=C1CCCC2=C1C(c1cccs1)n1nc(SCc3ccccc3F)nc1N2 (stereo not drawn)	-14	0.4	-10	12	8
7	C=CCSc1nnc(C)c(/C=C/Nc2ccc(Cl)cc2)n1	-6	1.1	-4	-9	5
8	CC(=O)c1c(C)n(CCc2ccc(Cl)cc2)c2ccc(O)cc12	-7	5.3	?	-8	0
9	COc1cccc(C2=NOC(C(=O)NCC3CCCO3)C2)c1 (stereo not drawn)	2	·	3	-4	-1
10	CC1(C(=O)NCc2ccc(Cl)c(Cl)c2)Oc2cccnc2NC1=O (stereo not drawn)	2	0.8	-7	1	0
11	CCCN(CCC)CCCNC(=O)Cn1cnc2sc(C)c(S(=O)(=O)N3CCC(C)CC3)c2c1=O	9	-1.1	-7	-6	-1
12	C=CCc1c(NCCO)nc(C)[nH]c1=O	·	0.7	-10	·	0

entry	Mtb UGM inh	FadD28 binding	GDH-TPI counter	BoNT A protease
1	3.2	-7.0	13	-0.4
2	0.8	-5.5	1	-0.8
3	0.8	1.7	7	-1.1
4	-0.3	2.5	7	-4.1
5	-1.9	-3.5	-12	-0.6
6	1.3	-4.1	7	-0.5
7	-1.3	1.2	-1	9.1
8	0.7	-0.4	52*	3.2
9	-2.9	-3.3	-5	0.7
10	1.6	-5.0	1	0.0
11	-0.1	1.8	0	-1.3
12	1.6	0.4	-3	-0.6

The listing continues.
entry	canonical_smiles	CCHF vOTU inh	Mtb BioA inh	BoNT F protease	PrPC TRFRET	Mtb FBA inh
13	COCCNC(=O)C(=O)NCC1CCCN1S(=O)(=O)c1cccs1 (stereo not drawn)	-1	-5.1	-4	6	2
14	O=C(O)c1ccc(OCc2occc2C(=O)O)cc1	6	-3.1	-4	4	-5
15	Cc1cccc(-n2c(-c3csc(C(C)C)c3)n[nH]c2=S)c1	3	-1.6	9	-2	4
16	Cc1ccc(NC(=O)COC(=O)c2ccn(C)n2)cc1	3	-2.6	-8	-4	1
17	Cc1cc(C)c(N(C(=O)CN2C(=O)c3ccccc3S2(=O)=O)C(C(=O)NCC2CCCO2)c2ccc(F)cc2)c(C)c1 (stereo not drawn)	-1	·	-9	-4	1
18	Cc1ccc(-c2nc3ccccc3[nH]2)s1	-49	-3.1	0	-2	58*
19	O=C(Nc1ccc2c(c1)OCO2)C1CCCN1C(=O)Nc1cccc(F)c1 (stereo not drawn)	7	-0.6	-18	7	3
20	Clc1ccccc1OCc1nc(-c2ccncc2)no1	7	0.8	6	3	1
21	O=C(NN1CCOCC1)c1ccc(S(=O)(=O)N2CCCCC2)cc1	3	0.0	-2	9	4
22	O=C(NNC(=O)c1ccccc1Br)c1ccc(SCC2CCCO2)c([N+](=O)[O-])c1 (stereo not drawn)	-8	·	6	-19	1
23	CC(=O)Nc1ccc(S(=O)(=O)Nc2cccc(-c3nc4cc(C)ccc4o3)c2)cc1	-9	2.7	-5	2	5
24	CCCNC(=O)c1cc(-c2ccc(OC)cc2)on1	-7	-0.8	1	14	8

entry	Mtb UGM inh	FadD28 binding	GDH-TPI counter	BoNT A protease
13	·	0.4	4	0.0
14	4.0	-0.5	7	-0.6
15	·	0.6	-10	7.2
16	0.2	-0.8	-1	-0.4
17	0.5	-1.1	-4	0.4
18	-3.7	1.7	30	0.0
19	-0.1	0.0	5	-1.1
20	0.6	1.0	1	0.8
21	-1.4	0.7	2	-0.4
22	-1.3	-0.4	15	3.9
23	-1.0	-2.2	1	-0.6
24	3.5	0.1	5	-0.2

Additional structures:
entry	canonical_smiles	CCHF vOTU inh	Mtb BioA inh	BoNT F protease	PrPC TRFRET	Mtb FBA inh
25	COc1ccc(/C=N/c2c(-c3ccc(OC)cc3)nc3n2CCS3)cc1	6	-0.9	0	7	0
26	Nc1nonc1-n1nnc(C(=O)N/N=C/c2ccco2)c1CSc1ccc(Cl)cc1	-3	0.9	5	4	-1
27	Cc1ccc2c(CN3CCCCC3CCO)cc(=O)oc2c1 (stereo not drawn)	-8	-0.3	0	-12	2
28	COc1ccc(N=Cc2c(O)n(C)c(=O)[nH]c2=O)cc1	14	4.4	?	8	-3
29	O=C(c1cccs1)N1CCC(c2nc3c(nnn3Cc3cccc(Cl)c3)c(=O)[nH]2)CC1	1	5.0	-15	6	5
30	Cc1cc(C)c(NC(N)=S)c(C)c1	-5	-1.2	9	6	2
31	N#Cc1sc(NCc2ccccc2)nc1Cl	11	·	-2	2	-1
32	COc1ccc(NC(=O)CN(C)S(=O)(=O)c2ccc3c(c2)OCCO3)c2ncccc12	0	-0.8	0	1	2
33	O=C(NC1CCCCCC1)c1cc2ccccc2oc1=O	-11	-0.8	-7	4	8
34	O=C(NC1CCCC1)C(c1ccncc1)N(Cc1cccs1)C(=O)c1csnn1 (stereo not drawn)	-3	2.2	9	-8	2
35	CC1CCN(CCCn2c(=S)[nH]c3ccccc3c2=O)CC1	7	3.2	·	-14	1
36	Cc1ccccc1C(=O)Nc1ccnn1C1CCN(C(=O)c2cnsn2)CC1	17	-0.8	5	-1	-2

entry	Mtb UGM inh	FadD28 binding	GDH-TPI counter	BoNT A protease
25	1.9	-2.0	13	1.3
26	·	-3.4	13	-0.1
27	-0.2	-2.5	3	-2.2
28	0.1	-0.2	8	4.6
29	0.0	3.5	7	1.4
30	-1.8	-0.7	-8	-1.2
31	-0.1	-2.4	1	-0.4
32	0.8	·	4	0.1
33	-0.5	0.2	14	-1.4
34	-2.2	-3.5	1	3.0
35	2.5	-0.1	5	·
36	4.5	-1.2	-7	-0.2

(further entries)
entry	canonical_smiles	CCHF vOTU inh	Mtb BioA inh	BoNT F protease	PrPC TRFRET	Mtb FBA inh
37	COc1ccc([N+](=O)[O-])cc1N(CC(=O)Nc1ccccc1C(=O)N1CCCC1)S(C)(=O)=O	-2	·	-9	-2	4
38	Cc1ccc(OCC(=O)N(C)CC(=O)Nc2ccc(N3CCOCC3)cc2)cc1	-13	0.1	-12	1	1
39	Cc1cc([N+](=O)[O-])nn1CCCC(=O)N1CCN(c2ccccc2)CC1	3	·	-5	-6	-1
40	CC(=O)Nc1cccc(N(C(=O)C2COc3ccccc3O2)C(C(=O)NC2CCCCC2)c2cn(C)nc2C)c1 (stereo not drawn)	-5	·	-2	-1	-3
41	CCCCSc1cc(=O)n(-c2ccccc2)nc1C(=O)OCC	1	-0.8	-4	-4	3
42	CC/C(O)=C1\C(=O)CC(C)(C)CC1=NCCc1nc2ccccc2[nH]1	-11	·	-2	6	-1
43	CC1(C)Oc2ccc(C(=O)Nc3ccccc3F)cc2N(CC(=O)N2CCOCC2)C1=O	6	0.3	8	2	-3
44	Cc1ccc(CNC(=O)C2(C)CCN2C(=O)Cc2ccc(C(C)(C)C)cc2)cc1 (stereo not drawn)	21	3.2	2	2	2
45	COc1cc(/C=C/C(=O)OCC(=O)Nc2cc(C(F)(F)F)ccc2N2CCOCC2)ccc1O	4	-0.1	-2	-1	2
46	Cc1nnc(SCC(=O)N(CC(C)C)c2c(N)n(Cc3ccccc3)c(=O)[nH]c2=O)n1N	-9	0.0	-9	1	0
47	N=C(N)SCCc1cnc[nH]1	3	0.4	-6	-3	7
48	CCN(C(=O)CSc1nc2cc(S(=O)(=O)N(CC)CC)ccc2n1CC)C1CCS(=O)(=O)C1 (stereo not drawn)	-8	·	-7	0	-1

entry	Mtb UGM inh	FadD28 binding	GDH-TPI counter	BoNT A protease
37	-0.9	-0.7	-3	-0.3
38	-1.7	-0.7	5	-0.9
39	-2.7	0.3	9	0.3
40	1.7	-4.0	-5	-0.6
41	-1.9	-0.6	6	-1.6
42	-1.5	0.9	1	-0.3
43	0.6	-0.4	-2	0.5
44	·	-2.1	13	0.3
45	-1.6	-2.2	14	0.3
46	-4.0	0.1	4	-4.4
47	-0.9	-0.1	11	-1.0
48	-0.4	-2.7	-1	2.2

(more compounds)
entry	canonical_smiles	CCHF vOTU inh	Mtb BioA inh	BoNT F protease	PrPC TRFRET	Mtb FBA inh
49	CC1=C([N+](=O)[O-])C(c2cccc(Br)c2)C2=C(N1)c1ccccc1C2=O (stereo not drawn)	4	-0.4	-6	-3	0
50	COc1ncnc2c1ncn2CCCNCC(c1ccccc1)c1ccccc1	12	1.6	-8	0	-2
51	COc1ccc(C2CC(C(F)(F)F)n3ncc(C(=O)NCC4CCCO4)c3N2)cc1OC (stereo not drawn)	4	3.7	0	4	0
52	COc1ccccc1NC(=O)/C=C\C(=O)O	16	1.2	2	-9	4
53	CCOC(=O)N1CCN(C(=O)CC(=O)Nc2ccc3nc4n(c(=O)c3c2)CCCCC4)CC1	-2	-0.6	-3	7	-4
54	CC1(C)CC(=O)C=C(NCc2ccc(Cl)c(Cl)c2)C1	-8	·	2	2	-6
55	O=C(N/N=C/c1cccs1)c1cc(-c2cccc3ccccc23)n[nH]1	11	·	-7	6	1
56	Cc1cc(C)cc(N(C(=O)CNS(=O)(=O)c2ccccc2)C(C(=O)NCc2ccccc2)c2ccc(C)o2)c1 (stereo not drawn)	-13	1.5	-8	3	4
57	CCC(C)NC(=O)C1CCN(C(=O)c2ccccc2)CC1 (stereo not drawn)	2	-0.2	6	3	1

entry	Mtb UGM inh	FadD28 binding	GDH-TPI counter	BoNT A protease
49	-0.7	-1.7	16	3.3
50	·	-5.0	-5	0.2
51	-1.7	0.3	3	0.2
52	0.8	-2.7	3	-0.3
53	0.9	-2.6	10	-1.2
54	-0.4	-4.0	0	1.3
55	-0.3	-17	18	-0.5
56	-0.2	-2.3	6	-0.5
57	1.0	-0.1	2	0.7

3 compounds drawn at random from those above, as already listed:
entry	canonical_smiles	CCHF vOTU inh	Mtb BioA inh	BoNT F protease	PrPC TRFRET	Mtb FBA inh
17	Cc1cc(C)c(N(C(=O)CN2C(=O)c3ccccc3S2(=O)=O)C(C(=O)NCC2CCCO2)c2ccc(F)cc2)c(C)c1 (stereo not drawn)	-1	·	-9	-4	1
40	CC(=O)Nc1cccc(N(C(=O)C2COc3ccccc3O2)C(C(=O)NC2CCCCC2)c2cn(C)nc2C)c1 (stereo not drawn)	-5	·	-2	-1	-3
20	Clc1ccccc1OCc1nc(-c2ccncc2)no1	7	0.8	6	3	1

entry	Mtb UGM inh	FadD28 binding	GDH-TPI counter	BoNT A protease
17	0.5	-1.1	-4	0.4
40	1.7	-4.0	-5	-0.6
20	0.6	1.0	1	0.8
